OX1R antag-1 – blocks the human orexin 1 receptor | O43613 | CHO/OX1R cells, Fluo-8 calcium fluorescence, orexin A | inhibition, % at 5 µM | 330,000 compounds, 0.43% hits | AID 434989;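 active = inhibition above its plate's threshold, mean inhibition of all tested compounds on the plate plus 3 SD, cut at about 37% in these data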;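 also: 0% = orexin A challenge wells and 100% = SB-334867-A antagonist wells; not every result past the cut was called active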
Target sequence (O43613 whole entry, looked up): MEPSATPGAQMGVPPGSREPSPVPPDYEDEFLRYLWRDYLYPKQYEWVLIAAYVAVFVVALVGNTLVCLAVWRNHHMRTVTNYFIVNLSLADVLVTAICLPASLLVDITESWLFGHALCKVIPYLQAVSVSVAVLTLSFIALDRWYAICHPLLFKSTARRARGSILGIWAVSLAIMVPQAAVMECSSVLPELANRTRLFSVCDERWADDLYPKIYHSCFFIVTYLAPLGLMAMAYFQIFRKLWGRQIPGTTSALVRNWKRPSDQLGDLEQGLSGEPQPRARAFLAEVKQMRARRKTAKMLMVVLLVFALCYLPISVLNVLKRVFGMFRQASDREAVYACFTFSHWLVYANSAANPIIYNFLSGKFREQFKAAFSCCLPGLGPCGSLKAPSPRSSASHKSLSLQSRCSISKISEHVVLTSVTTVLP
OX1R antag-2 – antagonists of human orexin 1 receptor (OX1R). O43613. OX1R-expressing cells, FRET antagonist read-out. inhibition, % at 6.6 µM. 330,000 compounds, 1.8% hits. AID 485270; in the data active = inhibition mostly above about 38%, no sharp cut-off; inactive = mostly below about 40%;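 also: 0% = agonist challenge alone and 100% = reference antagonist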
* marks the source's active call; other numbers are inactive results. Compounds as they come, and some 2.1% of all compounds hit somewhere here.

SMILES | OX1R antag-1 | OX1R antag-2
CCc1nnc(NC(=O)[C@@H](NC(=O)c2ccc(OC)cc2)C(C)C)s1 | -22 | 14
COc1ccccc1NC(=O)/C(C#N)=C/c1cccnc1 | -15 | 15
O=C(CSc1nnnn1C1CCCC1)NCc1cccs1 | -23 | 18
COc1ccc(NC(=S)NCc2cccn2C)cc1 | -21 | 23
Cc1cc(C)c(C)c(S(=O)(=O)N(C)CCc2ccccn2)c1C | -22 | 12
O=[N+]([O-])c1cc(Cl)ccc1Oc1ccc(-c2nnco2)cc1 | -12 | 22
CCC(CC)c1nnc(NC(=O)[C@@H](NC(=O)c2cccc(C)c2)C(C)C)s1 | -22 | 12
CCCCOC(=O)CCc1c(C)n[nH]c1C | -10 | 8
CC(=O)c1cc(-c2ccccc2)n(CCC(=O)NC2CCCCCC2)c1C | -9 | 15
CNC(=O)c1ccc(-c2ccccc2)s1 | -7 | 40
CCCCNC(=O)C1CCC(CNS(=O)(=O)c2cccc3nsnc23)CC1 (centres undefined) | -8 | 41
O=C(CNC(=O)N1CC(=O)Nc2ccccc21)NCc1ccccc1Cl | -6 | 10
O=C(Nc1ccccc1Cl)N1CCN(C/C=C/c2ccccc2)CC1 | -21 | 10
NC(=O)c1ccc(S(=O)(=O)N2CCSCC2)cc1 | -16 | 4
Cc1cccc(NC(=O)CCc2c(C)nn(-c3ccc(N4CCOCC4)nn3)c2C)c1 | -15 | 13
CCOC(=O)C1=NN(C(=O)COc2ccccc2)C(O)(c2ccc(Cl)cc2)C1 (centres undefined) | -35 | 1
S=c1[nH]nc(Nc2ccc(Cl)cc2)s1 | -6 | 8
CCOC(=O)/C=C1\SCC(=O)N1Cc1ccc(Br)cc1 | -16 | 13
Oc1ccccc1CN1CCC(C(O)(c2ccccc2)c2ccccc2)CC1 | -2 | 2
CCOC(=O)C1=C(C)N=c2s/c(=C\c3ccc(OC(C)=O)cc3)c(=O)n2C1/C=C/c1ccccc1 (centres undefined) | -12 | -8
O=C(Nc1ccc(N2CCOCC2)c(Cl)c1)c1cccnc1Cl | -4 | 12
CCOP(=O)(OCC)C(NC(=O)/C=C/c1ccc(OC)cc1)c1ccccc1 (centres undefined) | -35 | 13
O=c1cc(-c2ccccc2Cl)oc2c(NS(=O)(=O)c3ccccc3OC(F)(F)F)ccc(O)c12 | -1 | 47
CCn1c(CCNC(=O)c2ccc(C)cc2)n[nH]c1=S | -3 | 7
CCOC(=O)C1CCN(C(=O)COC(=O)c2ccccc2C(=O)c2ccc(Cl)cc2)CC1 | -24 | 6
SMILES | OX1R antag-1 | OX1R antag-2
S=c1[nH]nc(COc2ccccc2)n1/N=C/c1ccc(Br)s1 | -12 | 10
Cc1ccc([N+](=O)[O-])c(OCCCN2CCCCCC2)c1 | -24 | 12
OC1CCCN(CC(O)c2ccccc2)C1 (centres undefined) | -10 | 13
CCOc1cc(C(=O)OCC(=O)NCc2ccco2)cc(OCC)c1OCC | -33 | 17
O=C(Nc1nccs1)C1CCN(S(=O)(=O)c2cccs2)CC1 | -10 | 23
CCC(CO)Oc1cc(NCc2ccccc2C)c2ncn(C(C)C)c2c1 (centres undefined) | -41 | 3
Cc1cccc(C)c1N1CCN(S(=O)(=O)c2ccc(F)cc2)CC1 | -29 | 6
CC(NC(=O)c1ccc([N+](=O)[O-])cc1Cl)C1CC2CCC1C2 (centres undefined) | -40 | 22
NC(=O)NC(Cc1ccccc1)C(=O)NCCCSc1ccccc1 (centres undefined) | -17 | 22
Cc1ccc(CNC(=O)Cn2cc(C(F)(F)F)ccc2=O)cc1 | -16 | 4
O=C(NC1CCCCC1)N(CCN1CCCC1)Cc1cc2cc3c(cc2[nH]c1=O)OCCO3 | -25 | -8
CCOc1ccccc1NC(=O)CN1CCN(Cc2ccccc2)CC1 | -10 | -2
COc1cccc(C(=O)NNC(=O)C(=O)Nc2ccc(C)cc2)c1 | -4 | 41
COCCN1CCc2c(C)nc3c(-c4ccc(OC)c(OC)c4)cnn3c21 | -15 | 21
CCn1c(O)c(N=NC(=O)CNC(=O)/C=C/c2ccco2)c2ccccc21 | -7 | 36*
CC(C)(C)c1cc(-c2csc(Nc3ccccc3)[n+]2Cc2ccc(C(=O)O)cc2)cc(C(C)(C)C)c1O | -9 | 9
Oc1ccccc1CNc1nc2ccccc2n1CCN1CCCCC1 | -32 | 9
CCOC(=O)c1cc2c(nc1NC(=S)NCc1ccccc1)CCCC2 | 4 | 8
COC(=O)c1sccc1NC(=O)CSc1ccccc1NS(=O)(=O)c1ccc(Br)cc1 | 9 | 16
Cc1c(C(=O)NCc2cccs2)oc2ccc(S(=O)(=O)N3CCOCC3)cc12 | -7 | 14
COc1cccc(/C=C2/SC(=S)N(CCCC(=O)Nc3ccc(O)cc3)C2=O)c1 | 10 | 73*
CCN(CC)CC(C(=O)N(CC)CC)P(=O)(c1ccccc1)c1ccccc1 (centres undefined) | -10 | 9
CC(NC(=O)CN(c1ccc(Br)cc1)S(C)(=O)=O)c1ccccc1 (centres undefined) | -17 | 24
Cn1nc(C(=O)Nc2cccc(S(N)(=O)=O)c2)c2ccccc2c1=O | -12 | 3
Clc1ccc(Cl)c(OCCN2CCOCC2)c1 | -7 | 12
SMILES | OX1R antag-1 | OX1R antag-2
COc1cccc2cc(C(=O)NNC(=O)c3ccc(Br)cc3)c(=O)oc12 | -28 | 28
CC1(C)CC(=O)C2=C(C1)OC(N)=C(C#N)C2C1CC=CCC1 (centres undefined) | -10 | 11
CSc1ccccc1NC(=O)c1ccco1 | -24 | 7
CC(=O)c1ccc(N(C(=O)c2ccco2)C(C(=O)NC2CCCC2)c2ccc(N3CCOCC3)cc2)cc1 (centres undefined) | -8 | 6
O=C(NCc1ccccc1)C(=O)NCC1OCCN1C(=O)c1cccs1 (centres undefined) | 18 | 6
CC(=O)Oc1ccccc1C1OCCN1C(C)=O (centres undefined) | 1 | 7
Cc1cc(=O)oc2cc(OC(C)C(=O)NCCc3ccc(S(N)(=O)=O)cc3)ccc12 (centres undefined) | -19 | 15
CC(=O)c1ccc(OCC(O)CN2CCN(CCO)CC2)cc1 (centres undefined) | -2 | 14
O=c1c2sccc2n(Cc2cc(=O)n3ccccc3n2)c(=O)n1-c1ccccc1 | -8 | 2
Cc1cc(=O)oc2cc(OCC(=O)NC3CCN(Cc4ccccc4)CC3)c(Cl)cc12 | -14 | 11
CC(C)(CO)N1CCN(C(=S)Nc2ccccc2)CC1 | -6 | 3
Cc1ccc(-c2nn(-c3ccccc3)cc2/C=N/NC(=O)c2ccc(Br)o2)cc1 | -9 | 32
O=C(CN(CC1CCCO1)C(=O)CNS(=O)(=O)c1ccc(Cl)cc1)NCC1CCCO1 (centres undefined) | -11 | -4
CCN(CC)C(=O)CSc1nc2ccccc2c(=O)n1-c1ccccc1OC | -34 | 23
CC1=C(C(=O)NC(C)c2ccc3c(c2)OCCO3)C2(CCC(C)CC2)OC1=O (centres undefined) | -4 | 6
Cc1cc(C)c2c(N)c(C(=O)Nc3nccs3)sc2n1 | -7 | 13
COc1ccc(-c2nc3c(s2)CCc2onc(-c4ccc(OC)cc4)c2-3)cc1 | -28 | 29
CC(C)N(c1ccccc1)c1ccc(NC(=S)NCCN(C)C)cc1 | -8 | 8
CCCCOc1ccc(-c2ncc(C(=O)OCC)c(N)n2)cc1 | -7 | 3
CCOC(=O)N1CCN(C(=O)c2ccc(CN(c3ccc(C)c(C)c3)S(C)(=O)=O)cc2)CC1 | -24 | 11
CN(C(=O)CCS(=O)(=O)c1ccc2c(c1)oc(=O)n2C)C1CCCCC1 | -8 | 2
O=C1C=C(NCc2ccco2)CCC1 | -1 | 21
CC(=O)c1ccc([C@@H]2C[C@]34CN(Cc5cccc(C(F)(F)F)c5)S(=O)(=O)[C@H]3C[C@H]2O4)cc1 | -26 | 16
Cc1cc2ncc(C(=O)Nc3ccccc3)c(C)n2n1 | -22 | 9
O=C(NCc1ccccc1)NC1(C(=O)Nc2ccc3c(c2)OCCO3)CCCCC1 | -26 | 5

Gathered by group: the compounds so far containing a cyano group.
SMILES | OX1R antag-1 | OX1R antag-2
COc1ccccc1NC(=O)/C(C#N)=C/c1cccnc1 | -15 | 15
CC1(C)CC(=O)C2=C(C1)OC(N)=C(C#N)C2C1CC=CCC1 (centres undefined) | -10 | 11

(continued)
SMILES | OX1R antag-1 | OX1R antag-2
O=C(COc1ccc([N+](=O)[O-])cc1)Nc1cccnc1 | -17 | 11
CN(C(=O)c1ccccc1OCc1ccc(Cl)cc1)c1ccccc1 | -14 | 23
CCOC(=O)C1CCN(C(=O)c2ccc3c(c2)OCO3)CC1 | -3 | 10
CCC(C(=O)Nc1cccc(S(=O)(=O)N(C)c2ccccc2)c1)c1ccccc1 (centres undefined) | 0 | 10
COc1ccc(C(=O)NCc2nnc(SCC(=O)N3CCc4ccccc43)n2Cc2ccccc2)cc1 | -13 | 14
Cc1c(CC(=O)N[C@@H](C)C(=O)O)c(=O)oc2cc3occ(-c4ccccc4)c3cc12 | -4 | -10
CCCCCCCCCCn1ccc(=N)cc1 | 48* | 23
CCN(C[C@H]1N[C@@](C)(C(=O)OC)[C@H]2C(=O)N(C)C(=O)[C@@H]12)C(=O)c1ccccc1 | -12 | 2
CCCCNc1ccc(C(CC(N)=O)NC(=O)c2ccccc2)cc1[N+](=O)[O-] (centres undefined) | -21 | 12
Cc1nc(-c2c(C(F)(F)F)noc2-c2ccc(O)cc2O)cs1 | -6 | 6
CCOc1cc(/C=N/NC(=O)c2ccc3c(c2)OCCO3)cc(Br)c1O | 1 | 10
COc1cccc(N(C(=O)c2ccco2)c2nc(-c3sc(NC(=O)c4ccco4)nc3C)cs2)c1 | -32 | 15
CCOC(=O)c1ccc(NC(=O)CCc2nc(-c3ccc(Cl)cc3)no2)cc1 | 45* | 18
O=C(O)c1ccccc1SC1CC(=O)N(c2ccc3c(c2)OCO3)C1=O (centres undefined) | 16 | 7
CSc1ccccc1NC(=O)COc1ccc(S(=O)(=O)N2CCCC2)cc1 | -26 | 12
O=C1CCC(=O)N1c1ccc(S(=O)(=O)Nc2ccc(Br)cc2)cc1 | -18 | 31
COc1ccc(C(C(=O)NCc2ccccc2)N(C(=O)c2snc(C(N)=O)c2N)c2ccccc2OC)cc1OC (centres undefined) | -23 | 14
CN1CCN(S(=O)(=O)c2ccc(N3CCN(C(=O)c4ccccc4)CC3)nc2)CC1 | -8 | 26
COc1cc(C(=O)COC(=O)Cc2cnc3sccn23)cc(OC)c1OC | -9 | 11
COc1cc2[nH]c(=O)n(CCC(=O)N3CCN(Cc4ccccc4)CC3)c(=O)c2cc1OC | -12 | 8
C/C(=N\NC(=O)C(O)c1ccccc1)c1ccc(Cl)s1 (centres undefined) | 1 | 4
COc1ccc(OC)c(C2=NOC(C(=O)NCc3ccccn3)C2)c1 (centres undefined) | -1 | 8
CCOC(=O)Cc1csc(NC(=O)CCC(=O)O)n1 | -15 | 6
N/C(=N\N=C\c1cccc(O)c1)c1nonc1N | 8 | 28
COc1cc(NC(=O)CCC(=O)O)nc(OC)n1 | -7 | 14
SMILES | OX1R antag-1 | OX1R antag-2
COc1cc(NC(=O)CNC(=O)Cn2c(C)cc3ccccc3c2=O)cc(OC)c1OC | -21 | 15
C[C@H](CO)N1C[C@H](C)[C@@H](CN(C)S(=O)(=O)c2cn(C)cn2)Oc2c(NS(=O)(=O)c3ccccc3)cccc2C1=O | -1 | 0
COc1ccc(CCNC(=O)c2coc(=O)c(Br)c2)cc1 | -23 | 11
O=C(NCc1ccc(-c2nc3ccccc3s2)cc1)c1ccc(Br)o1 | 1 | 13
O=C(CN1C(=O)c2ccccc2S1(=O)=O)NCCc1ccccc1 | -61 | 6
COc1cc(NC(=O)c2ccc(S(=O)(=O)N(C)c3ccccc3)cc2)cc(OC)c1 | 18 | -3
Cc1nnc(SCc2cc(=O)oc3cc(O)ccc23)n1Cc1ccccc1 | -11 | 7
COc1ccccc1CN1C(=O)[C@H]2Cc3c([nH]c4ccccc34)C(C)(C)N2C1=O | -5 | 15
Cc1[nH]c(C)c(S(=O)(=O)N2CCN(c3cccc(Cl)c3)CC2)c1C(=O)N1CCCCC1 | -16 | 7
COc1ccccc1OCC(=O)N1CCCC(Nc2cccc(F)c2)C1 (centres undefined) | -37 | 21
COc1ccc(C(=O)OCc2cc(C)ccc2C)cc1S(=O)(=O)N1CCCC1 | 19 | 11
CSc1nc(-c2ccc(Cl)cc2)nn1S(=O)(=O)c1ccc(Cl)cc1 | -8 | 13
O=C(NCCCn1cccn1)C1CCC(=O)N(Cc2cccc(C(F)(F)F)c2)C1 (centres undefined) | -13 | 8
O=C(CCC1CCCCC1)NCCN1C2=NC[C@H](Cc3ccccc3)N2C[C@H]1Cc1ccc(O)cc1 | -16 | 34

Among those listed so far, these contain two or more sulfur atoms.
SMILES | OX1R antag-1 | OX1R antag-2
O=C(CSc1nnnn1C1CCCC1)NCc1cccs1 | -23 | 18
CCCCNC(=O)C1CCC(CNS(=O)(=O)c2cccc3nsnc23)CC1 (centres undefined) | -8 | 41
NC(=O)c1ccc(S(=O)(=O)N2CCSCC2)cc1 | -16 | 4
S=c1[nH]nc(Nc2ccc(Cl)cc2)s1 | -6 | 8
S=c1[nH]nc(COc2ccccc2)n1/N=C/c1ccc(Br)s1 | -12 | 10
O=C(Nc1nccs1)C1CCN(S(=O)(=O)c2cccs2)CC1 | -10 | 23
COC(=O)c1sccc1NC(=O)CSc1ccccc1NS(=O)(=O)c1ccc(Br)cc1 | 9 | 16
Cc1c(C(=O)NCc2cccs2)oc2ccc(S(=O)(=O)N3CCOCC3)cc12 | -7 | 14
COc1cccc(/C=C2/SC(=S)N(CCCC(=O)Nc3ccc(O)cc3)C2=O)c1 | 10 | 73*
Cc1cc(C)c2c(N)c(C(=O)Nc3nccs3)sc2n1 | -7 | 13
COc1cccc(N(C(=O)c2ccco2)c2nc(-c3sc(NC(=O)c4ccco4)nc3C)cs2)c1 | -32 | 15
CSc1ccccc1NC(=O)COc1ccc(S(=O)(=O)N2CCCC2)cc1 | -26 | 12
C[C@H](CO)N1C[C@H](C)[C@@H](CN(C)S(=O)(=O)c2cn(C)cn2)Oc2c(NS(=O)(=O)c3ccccc3)cccc2C1=O | -1 | 0
CSc1nc(-c2ccc(Cl)cc2)nn1S(=O)(=O)c1ccc(Cl)cc1 | -8 | 13

Bioassay records (PubChem BioAssay)
